Screens from PubChem.
SENP8 block-1 – blocks human SENP8 cleavage of Nedd8 substrate | Q96LD8 | inhibition, % at 20 µM | hit rate 0.64% among 360,000 | AID 602440 | recombinant SENP8, Nedd8 substrate fluorescence; in the data active = inhibition mostly above about 40%, no sharp cut-off; inactive = mostly below about 27%
SENP8 block-2 – blocks the human protease SENP8. Q96LD8. purified SENP8, Z-RLRGG-aminoluciferin cleavage, luminescence. inhibition, % at 10 µM. hit rate 1.2% among 330,000. AID 2540; in the data active = inhibition above about 50%
SENP7 block – SENP7 protease inhibition. hit rate 1.5% among 330,000. AID 434973. Q9BQF6. inhibition, % at 5 µM. recombinant SENP7, Z-RLRGG-aminoluciferin luminescence, 40 min;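 active = inhibition above about 50% at the single test dose, limit read from the data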;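 also: plate controls were DMSO with enzyme for no effect and no enzyme buffer wells for full effect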
NALP3 yeast inh – NALP3 inhibition in yeast. Yeast reconstituted NLRP3/ASC/caspase-1, beta-gal luminescence, 24 h. inhibition, % at 10 µM. hit rate 0.39% among 330,000;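 active = inhibition of 50% or more; inactive = inhibition below 50%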;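 also: plate controls were induced DMSO wells for no effect and uninduced yeast grown without galactose for full effect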
PfG6PD inh – PfG6PD (Plasmodium falciparum) enzyme inhibition; PfGluPho enzyme, NADPH resazurin-diaphorase fluorescence; inhibition, % at 20 µM; hit rate 0.78% among 350,000;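 active = inhibition reaching at least a set limit at 20 µM in the primary screen, cut at about 59% in these data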;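 also: 0% = DMSO wells with substrate and 100% = DMSO wells lacking glucose-6-phosphate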
HKDC1 inhibitor – inhibitors of human hexokinase HKDC1; Q2TB90; recombinant HKDC1, G6PDH/diaphorase resazurin coupled fluorescence; inhibition, % at 20 µM; hit rate 0.16% among 340,000; AID 493160;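 active = inhibition above about 35% when tested at 20 µM, limit read from the data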;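 also: plate controls were DMSO wells with enzyme for no effect and DMSO wells lacking enzyme for full effect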
Target sequence (Q2TB90 whole entry, looked up): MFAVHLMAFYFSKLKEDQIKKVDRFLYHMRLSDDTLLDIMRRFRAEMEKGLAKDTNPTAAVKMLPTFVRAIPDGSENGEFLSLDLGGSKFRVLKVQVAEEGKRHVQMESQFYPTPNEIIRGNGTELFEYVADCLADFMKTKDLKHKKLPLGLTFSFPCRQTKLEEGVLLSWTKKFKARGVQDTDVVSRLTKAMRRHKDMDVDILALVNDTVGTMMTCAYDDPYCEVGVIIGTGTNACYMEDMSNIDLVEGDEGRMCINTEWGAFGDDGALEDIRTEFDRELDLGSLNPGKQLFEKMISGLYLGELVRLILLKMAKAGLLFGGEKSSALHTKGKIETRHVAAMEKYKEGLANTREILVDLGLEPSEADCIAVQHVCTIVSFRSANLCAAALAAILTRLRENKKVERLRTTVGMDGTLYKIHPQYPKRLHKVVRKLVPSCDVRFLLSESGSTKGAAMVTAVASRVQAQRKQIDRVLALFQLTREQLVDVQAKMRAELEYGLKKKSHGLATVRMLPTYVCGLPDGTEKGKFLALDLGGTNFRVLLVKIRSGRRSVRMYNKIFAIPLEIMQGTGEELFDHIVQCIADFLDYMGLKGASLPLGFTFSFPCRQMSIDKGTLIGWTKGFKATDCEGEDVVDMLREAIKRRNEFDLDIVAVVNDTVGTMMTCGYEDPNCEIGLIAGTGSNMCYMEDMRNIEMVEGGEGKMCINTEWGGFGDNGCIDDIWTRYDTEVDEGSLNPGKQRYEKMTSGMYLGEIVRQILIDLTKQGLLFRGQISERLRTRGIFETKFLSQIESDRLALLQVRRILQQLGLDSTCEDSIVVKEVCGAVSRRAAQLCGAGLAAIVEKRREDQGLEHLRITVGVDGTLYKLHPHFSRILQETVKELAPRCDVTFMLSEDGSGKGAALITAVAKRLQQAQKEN
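Assay system: in-house recombinant HK5 (HKDC1) enzyme. Input: HKDC1 at 5 µg/mL. Medium: Tris pH 8.0 buffer with MgCl2, Tween-20, BSA, BME. Dosing: single 20 µM dose. Schedule: 90 min reaction incubation at room temperature, dark. Signal: resazurin-to-resorufin fluorescence via G6PDH and diaphorase coupling, 525/613 nm. Controls: DMSO-enzyme wells negative, buffer-substituted wells positive.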
SENP1 FRET inh – SENP1 (human) catalytic domain inhibition. Q9P0U3. hit rate 0.21% among 360,000. recombinant SENP1 catalytic domain, CyPet-SUMO1-YPet FRET cleavage. inhibition, % at 10 µM;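 active = inhibition at least 30% at 10 µM, raw YFP signal under a set limit, fluorescence ratio 0.5 to 1.5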;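 also: 0% = enzyme with DMSO and 100% = no enzyme wells; some results filed as inactive read as strong as hits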
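Test system: hSENP1 catalytic domain, recombinant; Amount: 20 pM final SENP1 enzyme; Medium: Tris pH 8 buffer plus EDTA, NaCl, BME, BSA, NP40, catalase; Schedule: 50 min enzyme reaction, room temperature, light-protected; Technique: FRET fluorescence in CFP and YFP emission channels; Controls: no-enzyme wells low, DMSO-plus-enzyme wells high control.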
SENP6 inh – SENP6 protease inhibition; Q9GZR1; inhibition, % at 10 µM; Recombinant SENP6 catalytic domain, aminoluciferin luminescence; hit rate 1.8% among 330,000;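 active = inhibition above about 50% at the single tested dose, limit read from the data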;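 also: plate controls were DMSO wells with enzyme for no effect and DMSO wells lacking enzyme for full effect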
Apaf1 inhib – human Apaf-1 inhibition | reconstituted apoptosome caspase-3 activity, DEVD-Rh110 fluorescence | inhibition, % at 20 µM | hit rate 0.71% among 330,000 | AID 489030; active = inhibition of at least 40% at 20 µM;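 also: plate controls were DMSO wells for no effect and DEVD-CHO caspase inhibitor wells for full effect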
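System: reconstituted apoptosome with Apaf-1, cytochrome c, caspase-9, procaspase-3, dATP; Signal: Rh110 fluorescence intensity; Schedule: 30 min compound preincubation, 50 min activation, room temperature; Reagent: cytochrome c trigger plus (Z-DEVD)2-Rh110 caspase-3 substrate.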
Active calls of the source: *; x = not tested or not shown; & = joins results of further samples; ! = a repeat was not active. This is a random part of the collection; about 4.1% have a hit in one of these screens.

SMILES,SENP8 block-1,SENP8 block-2,SENP7 block,NALP3 yeast inh,PfG6PD inh,HKDC1 inhibitor,SENP1 FRET inh,SENP6 inh,Apaf1 inhib
COc1ccccc1CNC(=O)C(CCSC)NC(=O)c1cccc(S(=O)(=O)N2CCOCC2)c1 (stereo not given),5,-8,-5,15,-6,-6,0,-5,-1
Cc1ccc(OCC(=O)N/N=C/C=C/c2ccco2)cc1C,8,-4,6,9,44,0,-2,12,14
COC(=O)C1=C(C(=O)OC)[C@@H]2N(Cc3ccccc3)c3ccccc3[C@@]23C[C@@H](C(=O)OC)N(C(=O)C2CCC2)C3=N1,x,1,-1,7,2,-3,x,9,15
O=C(CSc1nnc(NC(=O)c2ccc(F)cc2)s1)NC1CCCC1,-10,16,15,10,6,-3,2,14,0
COC(CNC(=O)C1CCN(S(=O)(=O)c2cccc3nsnc23)CC1)OC,30,-1,6,7,-21,1,4,-10,-13
CCc1ccccc1NC(=S)NNC(=O)c1ccccc1Cl,2,18,15,11,-11,-11,1,42,0
CCCCCSc1nc2c(c(=O)[nH]c(=O)n2C)n1C,19,5,9,3,8,2,1,-8,1
O=C(CSc1nc2cc([N+](=O)[O-])ccc2n1-c1ccccc1)NCc1ccc2c(c1)OCO2,13,-3,-1,21,68*,-7,2,-1,14
O=S(=O)(/N=C(/Nc1cc(N2CCOCC2)ncn1)c1ccccc1)c1ccccc1,4,-9,-9,-3,-4,4,0,-19,5
COc1ccc2c(c1)O[C@H](c1ccc3c(c1)OCO3)[C@@H](O)C2=O,-3,2,-11,11,8,-3,1,7,3
O=C(c1cccc(Cl)c1)N1CCN(CCCc2ccccc2)CC1,16,5,1,22,4,0,1,8,12
Cc1nn(-c2ncc(C(F)(F)F)cc2Cl)c(=O)n1-c1cccc(F)c1,0,2,5,20,-4,-8,-1,-4,-14
CCOC(=O)c1ccc(NC(=O)CCc2nc(-c3cccc(C)c3)no2)cc1,11,1,2,22,19,10,2,2,19
Cc1ccc(/C=C/C(=O)Nc2cc(=O)n(C)c(=O)n2C)o1,-46,-10,-5,4,14,13,-12,5,-1
COC(=O)[C@@]1(Cc2ccccc2)[C@H]2C(=O)N(Cc3ccccc3)C(=O)[C@H]2[C@H]2CN=C(SCc3ccc(C#N)cc3)N21,9,x,6,x,3,7,0,x,23
C#CCN1C(=O)C2(OCCO2)c2ccccc21,10,-8,0,4,-4,-7,1,19,-12
O=C1CC(C(=O)N(CC2CCCO2)C(C(=O)NC2CCCCC2)c2ccncc2)CS1 (stereo not given),5,0,10,5,0,-4,-2,-1,-20
CC(C)N(C(=O)COC(=O)c1cncc(Br)c1)C(C)C,14,4,-6,-4,-9,-17,1,2,-13
CCOC(=O)c1sc(NC(=O)C(CC)Sc2nnc3c4ccccc4n(C(C)C)c3n2)nc1C (stereo not given),3,x,x,x,14,5,-1,x,x
CCC(C)c1ccc(S(=O)(=O)N2CCN(S(=O)(=O)c3ccc(NC(C)=O)cc3)CC2)cc1 (stereo not given),0,1,6,3,-18,-4,2,-16,-1
CCCCC(CC(O)COCCC)c1n[nH]c(=S)n1-c1ccccc1 (stereo not given),5,1,11,12,28,-10,-3,3,1
COCCCn1c(C(C)C)nc2oc3cc(OC)ccc3c(=O)c2c1=O,-7,-13,-9,2,5,-4,-1,-10,-1
CCOC(=O)c1sc(NC(=O)c2ccc(Cl)s2)cc1C,-128,1,33,5,0,-9,0,3,-9
COc1ccc(C)cc1N(CC(=O)N1CCCC1)S(=O)(=O)c1ccccc1,5,-7,-1,-16,6,-8,1,-12,11
O=C(NCCC(c1ccccc1)c1ccccc1)c1cnccn1,8,0,-8,2,-13,-5,-4,-10,6
c1ccc(-c2nc(NCC3CCCO3)c3ccccc3n2)nc1 (stereo not given),-5,-17,-5,9,9,2,0,1,9
C/C=C/COc1nc2c(c(=O)n(C)c(=O)n2C)n1C,2,1,1,14,2,3,1,-4,12
Cc1cccc2c1N(CCOc1ccc(C(C)(C)C)cc1)C(=O)C2=O,17,-3,0,13,6,-1,-18,-15,36
O=C1[C@@H]2[C@H](Cc3ccc(O)cc3)N[C@]3(C(=O)Nc4ccccc43)[C@@H]2C(=O)N1c1ccc(F)cc1,2,9,3,8,x,x,1,5,-11
C#CCOCCOCCOCCNc1nc(N2CCN(C(=O)C([C@@H](C)CC)n3cc(C(N)CC(C)C)nn3)CC2)nc(N2CCN(C(=O)[C@H](CCCCN)n3cc(C(N)COC(=O)C(F)(F)F)nn3)CC2)n1 (stereo not given in full),x,-3,-4,8,x,x,x,-6,28
NS(=O)(=O)c1cnccc1Nc1ccc(Cl)cc1,14,-7,-2,-8,5,-1,1,-8,4
O=C(C1CCCC1)N1CCN(S(=O)(=O)c2ccc(F)cc2)CC1,18,-2,-7,-9,2,-6,3,12,8
Cc1ccc(NC(=O)CCc2nc(-c3cccs3)no2)c(Br)c1,11,-7,-11,14,5,3,0,-12,5
O=C(OC(C(=O)NC1CCCCC1)c1ccc(C(F)(F)F)cc1)c1ccco1 (stereo not given),2,-8,-2,12,2,-1,0,-2,7
COc1ccc(S(=O)(=O)N2CCC(C(N)=O)(N3CCCCC3)CC2)cc1OC,12,-1,-4,7,-5,5,1,-5,8
O=C(c1ccccc1)C1CCN(C(=O)C2CCC(=O)N(Cc3ccccc3F)C2)CC1 (stereo not given),0,2,-3,8,-9,-5,3,4,1
Cc1cc(NC(=O)CSc2nc3ccsc3c(=O)n2Cc2ccccn2)n[nH]1,-5,4,6,-3,-8,-8,-14,-9,-14
Cn1nc(C(=O)NNc2c(F)c(F)cc(F)c2F)c2ccccc2c1=O,4,3,4,-16,-7,2,2,10,1
Cc1ccc2c(c1)nnn2C1CCN(S(=O)(=O)c2ccc(C(=O)O)cc2)CC1,3,-1,3,-7,3,-4,-2,-23,-11
NS(=O)(=O)c1ccc2nc(NC(=O)c3ccc(Br)o3)sc2c1,-306,4,-15,9,11,1,-17,1,0
N#C/C(=N\Nc1ccc([N+](=O)[O-])cc1)C(N)=S,47*,91*,92*,30,19,7,10,98*,6
COC(=O)C1=C(C)N(Cc2ccc(C)cc2)C(=O)C1,6,5,1,9,-6,-5,1,7,-18
COc1ccccc1/C=C1\SC(=S)N(CCC(=O)NCCCN2CCOCC2)C1=O,13,1,4,21,-4,12,-8,-16,4
COc1ccc(Nc2cc3n(c(=O)n2)CCc2cc(OC)c(OC)cc2-3)cc1,-260,-10,-7,-25,6,-6,-17,-12,13
O=C(C1CC1)N1CCc2cc(S(=O)(=O)NCc3ccccc3)ccc21,10,4,-5,3,-5,-4,3,-8,9
Cc1cc(NC(=O)CSc2ncnc3c2cnn3-c2cccc(Cl)c2)no1,-1,-6,-1,5,-10,-6,3,-13,2
CCNC(=O)CON=C1c2ccccc2-c2ccccc21,-9,-5,-3,8,-13,9,1,5,-18
COc1ccccc1/C=C/C(=O)OCC(=O)Nc1c(F)cccc1F,-164,8,6,17,8,-6,3,9,13
O=C(Nc1cccc(C(=O)Nc2ccc(F)cc2F)c1)c1ccccc1,15,-14,12,18,-12,1,-1,-11,3
CC(C)Oc1ccc(C2CC(=O)NC3=C2C(=O)CCC3)cc1 (stereo not given),0,-4,-2,0,-4,-7,1,-1,-3

Continuation:
SMILES,SENP8 block-1,SENP8 block-2,SENP7 block,NALP3 yeast inh,PfG6PD inh,HKDC1 inhibitor,SENP1 FRET inh,SENP6 inh,Apaf1 inhib
CC(C)(CO)NS(=O)(=O)c1ccc2c(c1)oc(=O)c1cc(S(=O)(=O)NC(C)(C)CO)ccc12,-2,-1,5,6,-10,6,-71,-7,-1
Cc1ccc(O)c(C(=O)c2cnc3c(c2)CN(CCC(C)C)C(=O)N3)c1,-165,-3,-8,1,-2,-3,-10,-5,14
Cc1coc2c(C)c3oc(=O)c4c(c3cc12)CCCC4,-136,0,-8,10,0,-11,-97,-4,-1
Cc1ccc(-n2nc3c(c2NC(=O)c2c(-c4ccccc4Cl)noc2C)CSC3)cc1,x,-3,1,21,-1,4,x,15,9
COCCCNc1nc(CC(C)C)nc2c1nnn2Cc1ccccc1,4,-10,-11,12,11,4,-37,-28,8
Cc1cc(Cl)ccc1N1C(=O)CC(SCCC(=O)O)C1=O (stereo not given),18,-10,8,17,-18,3,1,-10,-13
Cn1cc(C[C@H](NC(=O)OC(C)(C)C)C(=O)N[C@H](CO)Cc2ccccc2)c2ccccc21,15,-7,-13,-1,13,0,0,-5,10
CCOC(=O)c1cnc(SC)nc1N1CCCC1,-2,-13,-4,56*,-16,-6,4,-10,10
N#Cc1nc(COc2ccccc2F)oc1NCc1ccc(F)cc1,-13,-6,-14,22,16,-3,-130,-10,11
CC(C)C(NS(=O)(=O)c1ccc2c(c1)oc(=O)n2C)C(=O)N1CCN(C2CCCCC2)CC1 (stereo not given),-5,8,4,11,6,-5,7,6,-54
CCCNC(=O)CCn1c(=S)oc2ccccc21,8,-7,-1,0,-5,-5,1,58*,-5
CCN1CCN(C(=O)c2ccc3c(=O)n(C4CCCC4)c(=S)[nH]c3c2)CC1,2,-6,-12,-6,-5,-1,1,0,12
CCOC(=O)C1=NOC2C(=O)N(c3ccc(Cl)cc3Cl)C(=O)C12 (stereo not given),16,10,1,11,-11,-7,2,1,4
CCOC(=O)C1=C(C)Nc2ncnn2C1c1ccc(N(C)C)cc1 (stereo not given),-35&8,6,13,4,61*!,-2&-4,-28&-7,-25,-12
COc1cc(C(=O)N2CCN(Cc3ccc4c(c3)OCO4)CC2)cc(OC)c1OC,9,5,0,20,-9,-2,2,25,5
COc1ccc2c(c1)C(=O)OC2CC(=O)O (stereo not given),6,-1,-4,1,8,-1,1,-2,-6
CCCC(O)(CCN1CCCCC1)c1ccc(OCC)cc1 (stereo not given),6,3,2,13,2,-7,2,-4,5
O=C(O)c1ccc2c(c1)C(=O)N(c1cc(C(=O)O)ccc1Br)C2=O,14,10,4,-3,1,-5,1,10,4
COc1ccc(C(=O)N2CCC3(CC2)NCCc2[nH]cnc23)cc1OC,7,6,-5,4,-8,-3,4,13,4
Cc1c(C)c2c(C)nn(-c3ccccc3)c2[nH]c1=O,5,-5,7,10,9,1,0,6,-7
COc1ccc(CCC(=O)N2CCN(S(=O)(=O)c3ccc(C)cc3)CC2)cc1,15,-11,5,14,-6,2,2,-6,4
CCN(C(=S)Nc1cccnc1)c1cccc2ccccc12,-376,51*,54*,19,17,-5,-2,87*,85*
